Screening data deposited in PubChem BioAssay by NCI.
Growth percent in the NCI-60 one-dose screen (48 h, 10 µM unless noted): 100 = growth as untreated, 0 = no growth, -100 = all killed.
A549/ATCC = A549/ATCC NSCLC; actives 3.7% (n = 81,000); AID 1794740
SR = SR leukemia cells | actives 8.7% (n = 73,000)
EKVX = EKVX NSCLC. actives 3% (n = 71,000)
HOP-62 = HOP-62 NSCLC; AID 1794735; actives 3.9% (n = 80,000)
HOP-92 = HOP-92 NSCLC cells. actives 6.3% (n = 71,000). AID 1794738
MOLT-4 = MOLT-4 leukemia cells. actives 6.9% (n = 80,000)
RPMI-8226 = RPMI-8226 leukemia cells. actives 7.5% (n = 77,000). AID 1794781
CCRF-CEM = CCRF-CEM leukemia. actives 7% (n = 77,000). AID 1794778
An asterisk follows results filed as active; / = not tested or not shown; & = joins results of further samples. How the source made its calls: active means growth percent below 10; inactive means the rest.

No.	smiles	A549/ATCC	SR	EKVX	HOP-62	HOP-92	MOLT-4	RPMI-8226	CCRF-CEM
1	COc1cc(NC(C)CCCNC(C)C)c2ncccc2c1OC (stereo not given)	102	110	105	98	75	98	88	89
2	C#CCOc1ccc(-c2csc(NC(=O)C=C)n2)cc1NS(=O)(=O)c1cccc2c(N(C)C)cccc12	65	8.3*	66	93	0.2*	1.8*	-9.9*	3.9*
3	CCn1c2ccc(O)cc2c2c(C)c3c[n+](C)ccc3c(C)c21	38	21	74	/	/	18	/	/
4	CN(C)c1ccc(/C=N/NC(=S)NC23CC4CC(CC(C4)C2)C3)c(Cl)c1	81	82	/	98	/	82	77	82
5	C=C(CNCCc1ccc(O)cc1)[C@@H]1CC[C@]2(CO)CC[C@]3(C)[C@H](CC[C@@H]4[C@@]5(C)CCC(NCCO)C(C)(C)[C@@H]5CC[C@]43C)[C@@H]12 (stereo not given in full)	-39*	-42*	-52*	-69*	-63*	-19*	-46*	-20*
6	Cc1[nH]c2ccccc2c1C1c2ccccc2C=CN1C(=O)C(C)(C)C (stereo not given)	105	94	101	101	91	99	105	97
7	CCC(/C=N\O)CC	96	88	/	95	116	95	110	97
8	COc1ccc(-c2nc(NCCO)[nH]c(=O)c2C#N)cc1	99	94	110	86	98	99	/	102
9	CC(=O)Nc1cccc2c1-c1ccccc1C2=O	104	102	95	102	91	102	105	103
10	Cc1ccc(/C=N/n2c(CN3CCCCC3)nc3ccccc3c2=O)cc1	101	97	91	98	90	106	118	121

Two compounds picked at random from those above, as already listed:
No.	smiles	A549/ATCC	SR	EKVX	HOP-62	HOP-92	MOLT-4	RPMI-8226	CCRF-CEM
8	COc1ccc(-c2nc(NCCO)[nH]c(=O)c2C#N)cc1	99	94	110	86	98	99	/	102
5	C=C(CNCCc1ccc(O)cc1)[C@@H]1CC[C@]2(CO)CC[C@]3(C)[C@H](CC[C@@H]4[C@@]5(C)CCC(NCCO)C(C)(C)[C@@H]5CC[C@]43C)[C@@H]12 (stereo not given in full)	-39*	-42*	-52*	-69*	-63*	-19*	-46*	-20*

Compounds above with four or more nitrogen atoms, in the order listed:
No.	smiles	A549/ATCC	SR	EKVX	HOP-62	HOP-92	MOLT-4	RPMI-8226	CCRF-CEM
2	C#CCOc1ccc(-c2csc(NC(=O)C=C)n2)cc1NS(=O)(=O)c1cccc2c(N(C)C)cccc12	65	8.3*	66	93	0.2*	1.8*	-9.9*	3.9*
4	CN(C)c1ccc(/C=N/NC(=S)NC23CC4CC(CC(C4)C2)C3)c(Cl)c1	81	82	/	98	/	82	77	82
8	COc1ccc(-c2nc(NCCO)[nH]c(=O)c2C#N)cc1	99	94	110	86	98	99	/	102
10	Cc1ccc(/C=N/n2c(CN3CCCCC3)nc3ccccc3c2=O)cc1	101	97	91	98	90	106	118	121

The listing picks up, repeating the two entries before the break.
No.	smiles	A549/ATCC	SR	EKVX	HOP-62	HOP-92	MOLT-4	RPMI-8226	CCRF-CEM
9	CC(=O)Nc1cccc2c1-c1ccccc1C2=O	104	102	95	102	91	102	105	103
10	Cc1ccc(/C=N/n2c(CN3CCCCC3)nc3ccccc3c2=O)cc1	101	97	91	98	90	106	118	121
11	C=CCNC(=S)NCC=C	96	103	120	106	95	117	83	95
12	Cc1nc(Nc2ccc(OCc3c(-c4ccccc4)no[n+]3[O-])cc2)c2cnn(-c3ccccc3)c2n1	101	89	93	103	91	117	114	102
13	Clc1ccccc1-c1nnc(-c2nc3ccccc3nc2Cl)o1	105	77	103	96	97	97	83	94
14	Nc1nc(C=O)c(CCCCc2ccccc2)c(=O)[nH]1	84	70	108	102	104	100	100	/
15	Nc1ccc(/C=C/c2ccc(N)cc2S(=O)(=O)O)c(S(=O)(=O)O)c1	109	95	/	100	/	91	107	101
16	CC(C)CCC[C@@H](C)[C@H]1CC[C@H]2[C@@H]3CC[C@H]4C[C@@H](N)CC[C@]4(C)[C@H]3CC[C@]12C	69	49	82	49	37	44	73	36
17	COc1ccc(C(=O)CSc2nc3c(c(Nc4ccc(S(N)(=O)=O)cc4)n2)CCC3)cc1	106	107	98	97	/	104	101	100
18	CC(=O)OC1=CCCCC1	99	/	106	97	88	85	93	88
19	O=C(CCN1CCCCC1)c1cccc(Cl)c1	104	94	117	109	/	100	67	94
20	O=C(O)c1cccc([N+](=O)[O-])c1O	111	94	/	96	/	99	107	100

New compounds follow
No.	smiles	A549/ATCC	SR	EKVX	HOP-62	HOP-92	MOLT-4	RPMI-8226	CCRF-CEM
21	COc1cc2c3c(c4c5ccccc5[nH]c4c2c(OC)c1OC)C(=O)N(O)C3=O	60	14	97	38	78	1.4*	32	18
22	[C-]#[N+]c1c(-c2ccc(OC)c(OC)c2)cc(-c2ccc(Cl)c(Cl)c2)nc1N	90	41	/	100	/	80	45	84
23	O=[N+]([O-])c1ccc(Br)cc1Nc1ccccc1	74	93	91	91	82	92	96	95
24	COC(=O)C1(CC(=O)c2ccc(Cl)c(Cl)c2)NC(=S)NC(=O)C1C#N (stereo not given)	120	95	102	146	95	112	106	103
25	COC1=C(Br)C(=O)c2ncccc2C1=O	102	98	96	106	84	85	95	41
26	CCC(C)NC(=O)c1ccc(C)cc1 (stereo not given)	74	111	104	97	98	100	/	97
27	O=C(N/N=C/c1cccc(Oc2ccccc2)c1)c1ccc(Br)o1	90	97	104	100	83	104	122	116
28	CCOC(=O)C(Cl)c1cccc(OC)c1OC (stereo not given)	98	86	114	110	129	95	109	101
29	Cc1ccc(/C=C2\Oc3cc(C)c(Cl)c(C)c3C2=O)cc1	98	/	76	85	90	96	96	113
30	Cc1cccc(C(=O)O)c1[N+](=O)[O-]	97	103	104	98	113	90	101	101

Single values from above:
Result for compound 29 under CCRF-CEM: 113
Result for compound 21 under A549/ATCC: 60

Further structures.
No.	smiles	A549/ATCC	SR	EKVX	HOP-62	HOP-92	MOLT-4	RPMI-8226	CCRF-CEM
31	COc1ccc2c(c1)C(=O)/C(=C/c1cccc(OCC(=O)Nc3nc4c(s3)CCCC4)c1)O2	55	-17*	-73*	99	-75*	-48*	-6.7*	-0.6*
32	Nc1nc(N)c2c(ccc3nccc32)[nH]1	2.2*	28	52	75	/	34	43	28
33	COC(=O)C1CCc2sc3ncnc(Nc4cn[nH]c4C(=O)Nc4ccc(CN5CCN(C)CC5)cc4)c3c21 (stereo not given)	4.9*	-26*	8.2*	0.2*	-29*	-6.0*	8.4*	1.8*
34	CC(=O)Nc1ccccc1C(C)=O	98	105	115	110	133	102	115	94
35	C[n+]1ccc(Nc2ccc(NC(=O)c3ccc(Nc4cc[n+](C)c5ccc(N)cc45)cc3)cc2)cc1	/	93	94	102	/	98	68	98
36	O/N=C\c1c(-c2ccccc2)[nH]c2ccccc12	94	/	95	101	82	91	97	104
37	Nc1nc2nc(N=Nc3ccc(Cl)cc3)[nH]c2c(=O)[nH]1	90	104	99	107	93	99	102	108
38	CS(=O)(=O)c1ccc(-c2ccc3nc(N)n(-c4ccc(C(F)(F)F)cc4)c(=O)c3c2)cc1	89	90	96	101	71	90	86	84
39	COc1ccc(-c2nc3ccc(-c4nnc(SCC(=O)Nc5ccc(Br)cc5)o4)cc3[nH]2)cc1	102	74	92	101	117	91	68	/
40	NCCCC[C@H](NC(=O)[C@@H]1CCCN1C(=O)Cc1cccc2ccccc12)C(=O)N[C@@H](CCCN=C(N)N)C(N)=O	97	103	96	104	93	102	112	103

Additional results:
No.	smiles	A549/ATCC	SR	EKVX	HOP-62	HOP-92	MOLT-4	RPMI-8226	CCRF-CEM
41	O=C(NCCc1ccccc1)c1ccc2c(c1)nc(-c1ccccc1)n2C1CCCCC1	74	37	45	83	114	61	65	71
42	COc1ccc(OC)c(Nc2nc(-c3c(C)nc4sccn34)cs2)c1	75	/	/	76	98	9.6*	42	38
43	COc1ccccc1/C(C)=N/NC(=O)CSc1nc2ccccc2c(=O)n1CCc1ccc(S(N)(=O)=O)cc1	98	94	96	100	107	87	70	80
44	C/C=C/C(/C=C/C)(C(=O)OCCN(CC)CC)C(/C=C/C)(/C=C/C)C(=O)OCCN(CC)CC	106	87	/	101	/	101	104	/
45	C/C(=C\CCc1ccoc1)CC/C=C(\C)CCCN1CCSCC1	28	46	/	98	73	80	38	63
46	COc1ccc(N=Nc2cc(OC)c(OC)c(OC)c2)cc1	73	58	77	67	79	78	73	66
47	CC(=O)OC[C@]12CCC(C)(C)C[C@H]1[C@@]1(O)[C@H](O)C[C@@H]3[C@@]4(C)CCCNC(C)(C)[C@@H]4CC[C@@]3(C)[C@]1(C)CC2	106	99	101	107	112	104	107	102
48	O=S(=O)(O)c1cc(O)c2ccc(Nc3ccc4c(O)cc(S(=O)(=O)O)cc4c3)cc2c1	91&99	72&88	113&113	98&101	129&112	78&102	102&109	94&108
49	N#Cc1c(-c2ccc(Cl)cc2)nc(N2NC(=O)CC2=N)nc1N1CCOCC1	103	/	91	95	87	103	105	103
50	C[C@]12CCC(=O)C=C1CC[C@@H]1[C@@H]2CC[C@]2(C)C3C(=O)CC4C(=O)N(Cc5ccccc5)C(=O)C4C3C[C@@H]12 (stereo not given in full)	89	79	88	101	82	82	96	98

Continued.
No.	smiles	A549/ATCC	SR	EKVX	HOP-62	HOP-92	MOLT-4	RPMI-8226	CCRF-CEM
51	CCSc1nnc(-c2cnn3c2NC(c2ccccc2)C3)n1-c1cccc(F)c1 (stereo not given)	90	82	102	100	99	82	77	87
52	O=C(CSc1nnc(-c2cc(-c3ccccc3)nc3ccccc23)n1-c1ccccc1)c1ccccc1	94	130	104	88	115	115	110	114
53	COc1ccc2ncccc2c1Cc1c(OC)ccc2ncccc12	64	26	85	65	58	58	69	71
54	COc1cc(C(=O)O)cc(Br)c1O	63	106	104	72	94	109	97	98
55	Cc1ccc(NC(=O)Cn2c(O)c(N=NC(=O)CNc3ccc(S(N)(=O)=O)cc3)c3ccccc32)cc1	107	97	108	97	127	96	107	99
56	CCC1C(=O)COC1=O (stereo not given)	64	99	96	77	81	93	84	85
57	COc1cc2oc(-c3cccc(N)c3)cc(=O)c2c(OC)c1OC	101	87	104	115	/	106	98	102
58	COc1cc(OC)cc(C(=O)C[n+]2cccc3cc[nH]c32)c1	98	116	98	99	89	105	106	99
59	CCCC(=O)c1cc(C)cs1	100	101	104	97	/	107	100	99
60	O=C(O)c1cc(N2C(=O)C=CC2=O)cc(N2C(=O)C=CC2=O)c1	112	96	100	114	104	99	85	89

(more compounds)
No.	smiles	A549/ATCC	SR	EKVX	HOP-62	HOP-92	MOLT-4	RPMI-8226	CCRF-CEM
61	O=C(CCc1nnc2sc(-c3ccccc3)nn12)c1nc2ccccc2[nH]1	99	70	100	100	49	78	83	/
62	COc1cc(/C=N/Nc2nc3c([nH]2)c(=O)n(C)c(=O)n3C)ccc1O	98&105	85&89	119&103	102&105	102	97&88	103&98	104&89
63	CN(C)c1ccc(C2C(C#N)=C(N)Oc3c2ccc2ccccc32)cc1 (stereo not given)	93	30	74	73	79	88	86	85
64	O=c1c2cc(F)cc(F)c2sc2c(NCc3ccccc3)nc3ccccc3c12	94	94	97	102	100	95	/	98
